TSG101-PTAP inh = qHTS Assay for Iinhibitors of HIV-1 Budding by Blocking the Interaction of PTAP/TSG101 | AID 493005, 2010 | 340,000 tested, under 10 active | Fluorescence polarization, FITC-PTAP peptide / Tsg101 binding | Potency, µM (titrated, usually from 115 µM), for the others: top-dose activity change, negative = inhibition, hits mostly inhibitors; active = well fitted inhibition curve with a large enough effect in the main read-out, with a control signal flat, not every such curve was filed as active; inconclusive = small, poorly fitted or top-dose-only effect, or effect the other way, or a change in a side signal; inactive = no such curve, though single readings can be large or run the other way; note: potency is the fitted concentration of half-maximal effect; % of control where 0% means no effect
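Fluorescence anisotropy tracks displacement of a FITC-tagged PTAP peptide (50 nM) from the Tsg101 binding domain (10 uM), following a 20 min room-temperature incubation at pH 7.5.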
a7 integrin act = qHTS for Activators of Integrin-Mediated Alleviation for Muscular Dystrophy | alpha7betagal myoblasts, beta-gal FDG fluorescence, 48 h | Potency, µM (series often up to 38.3 µM), for inactives: at the top dose activation, usual class: activators | 350,000 tested, 0.064% active;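 note: potency is the fitted concentration of half-maximal effect; 100% = response of the positive control SU9516; nearly all actives have a fitted effect of over 60% in size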
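Alpha7betagal+/- myoblasts (passage 13) were plated 16-24 hr, then exposed to compounds (1:260 dilution of DMSO stock) for 48 hours at 37C. After MPER lysis, β-galactosidase reporter activity was read as FDG fluorescence (ex 480/em 540) after 30 minutes.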
Mito fusion yeast = qHTS Assay for Small Molecule Inhibitors of Mitochondrial Division or Activators of Mitochondrial Fusion; Potency, µM (top dose mostly 46.1 µM), for the others: at the highest dose growth rescue (activation), most hits filed as activators; 320,000 tested, 0.23% active; S. cerevisiae fusion-defective mutant growth rescue, CellTiterGlo 48 h; AID 485298, 2010;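 note: potency is the fitted concentration of half-maximal effect; % of control where 0% means no effect; nearly all actives have a fitted effect of over 45% in size; temperature-sensitive fusion mutants such as fzo1-1 at 37 °C on non-fermentable ethanol glycerol medium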
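Growth-rescue viability read-out: after 48 h at the non-permissive 37C in glycerol/ethanol YPEG, yeast mitochondrial fusion mutants are measured by CellTiterGlo luminescence; compounds (23 nl pinned per well) restoring growth score as division inhibitors or fusion activators.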
TCR activator = Activators of T cell receptors: qHTS campaign. primary human leukocytes, anti-CD3, IL-2 HTRF, 48 h. Potency, µM (titrated, usually from 9.22 µM), for the others: at the highest dose activation of IL-2 secretion, hits mostly activators. 330,000 tested, under 10 active; note: % of control where 0% means no effect
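Using a-CD3 beads without co-stimulation, primary human leukocytes were exposed to compounds for 48 hr. An HTRF IL-2 kit measured the cytokine, with europium-to-d2 energy transfer producing emission at 665nm upon 320nm excitation.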
TSHR antag = Antagonists of the Thyroid Stimulating Hormone Receptor: HTS campaign; activity change, negative = inhibition, % at 11.5 µM; TSHR-expressing cells, TSH-stimulated cAMP HTRF, 2 h; hits give low values; 330,000 tested, 0.2% active; AID 504810, 2011;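 active = activity change below a set negative limit, meaning inhibition stronger than a set level, cut at about -70% in these data; inconclusive = activity change between two set negative limits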; note: % is set by controls: 0 for no effect and ±100 for the full control effect
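Inhibition of cAMP made by TSHR-expressing cells under TSH stimulation (4nM final, EC80; 2 h, 37 deg C) is quantified with a one-step lysis HTRF kit, anti-cAMP cryptate versus cAMP-d2.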
Menin-MLL TR inh = qHTS Assay for Inhibitors Targeting the Menin-MLL Interaction in MLL Related Leukemias: Competition With Texas Red Labeled MLL-derived Mutant Peptide | Potency, µM (top dose mostly 61.6 µM), for the others: at the top dose FP activity change, negative = inhibition, actives largely listed as inhibitors | O00255 | 270,000 tested, 0.23% active | Menin + Texas Red MLL mutant peptide, fluorescence polarization; active = well fitted inhibition curve with a large enough effect in the polarisation, with a control signal flat, not every such curve was filed as active; inconclusive = small, poorly fitted or top-dose-only effect, or effect the other way, or a change in a side signal; inactive = no such curve, though single readings can be large or run the other way; the % refers to the polarisation; note: potency is the fitted concentration of half-maximal effect; % of control where 0% means no effect; many of its hits are not listed in these tables
MLL CXXC-DNA inh = qHTS Fluorescence Polarization Assay for Inhibitors of MLL CXXC domain - DNA interaction. Histone-lysine N-methyltransferase 2A (Homo sapiens), Q03164. MLL-CXXC / FITC-HOXA9 DNA fluorescence polarization. Potency, µM (series often up to 115 µM), for inactives: at the top dose activity change, negative = inhibition, hits mostly inhibitors. 290,000 tested, 0.037% active; active = well fitted inhibition curve with a large enough effect in the polarisation, with a control signal flat, not every such curve was filed as active; inconclusive = small, poorly fitted or top-dose-only effect, or effect the other way, or a change in a side signal; inactive = no such curve, though single readings can be large or run the other way; the % refers to the polarisation; note: potency is the fitted concentration of half-maximal effect
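Purified MLL-CXXC (added from a 7 uM solution) was preincubated 5 min at ambient with pinned compounds in 50 mM Tris-HCl pH 7.5, 50 mM NaCl, 1 mM DTT, 0.05% BSA. Fluorescein-labeled HOX-A9 DNA (50 nM solution) followed, 30 min, then polarization read.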
AT treatment = qHTS Assay for Identifying a Potential Treatment of Ataxia-Telangiectasia; […] A-T fibroblasts, KAP-1 phosphorylation AlphaLISA; neocarzinostatin DNA damage 30 min before lysis; Potency, µM (highest dose often 57.5 µM), for inactives: top-dose activation, hits mostly activators; 320,000 tested, 0.19% active; note: potency is the fitted concentration of half-maximal effect; % of control where 0% means no effect; nearly all actives have a fitted effect of over 45% in size
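ATM-like activity read as KAP-1 phosphorylation via AlphaLISA donor/acceptor antibody pairs after lysis and 6 hr at 25C. Cells were ATM-null patient fibroblasts ([…], hTERT), dosed 60 min, then exposed to the DSB inducer NCS for 30 min.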
ASM inhibitor = Inhibitors of Secretory Acid Sphingomyelinase (S-ASM): qHTS. Sphingomyelin phosphodiesterase (Homo sapiens), P17405. placental ASM, HMU-PC fluorogenic substrate, 60 min. Potency, µM (doses to about 57.5 µM), for the others: top-dose activity change, negative = inhibition, usual class: inhibitors. 340,000 tested, 0.006% active. AID 504937, 2011; note: potency is the fitted concentration of half-maximal effect
Target sequence (P17405 47-631 limits assumed): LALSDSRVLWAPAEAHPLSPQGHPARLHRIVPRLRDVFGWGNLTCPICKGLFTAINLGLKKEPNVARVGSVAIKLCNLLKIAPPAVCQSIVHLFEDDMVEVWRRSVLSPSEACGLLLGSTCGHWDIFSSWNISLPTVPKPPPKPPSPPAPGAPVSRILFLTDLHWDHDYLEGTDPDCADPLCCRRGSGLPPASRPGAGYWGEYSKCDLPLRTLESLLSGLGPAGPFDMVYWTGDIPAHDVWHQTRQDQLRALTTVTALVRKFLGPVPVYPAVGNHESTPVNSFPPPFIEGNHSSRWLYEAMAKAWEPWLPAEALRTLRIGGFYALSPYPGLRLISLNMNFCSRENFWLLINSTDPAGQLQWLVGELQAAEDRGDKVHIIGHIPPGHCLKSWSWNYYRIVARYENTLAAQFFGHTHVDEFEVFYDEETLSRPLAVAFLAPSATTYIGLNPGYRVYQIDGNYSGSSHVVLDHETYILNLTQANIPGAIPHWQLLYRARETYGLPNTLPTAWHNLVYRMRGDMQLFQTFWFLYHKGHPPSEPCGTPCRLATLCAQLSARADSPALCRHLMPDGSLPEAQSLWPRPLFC
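Human placenta-derived ASM enzyme was preincubated with compound for 10 minutes at room temperature, then given fluorogenic substrate HMU-PC0 (9 uM final) for 60 minutes at 37 °C; a pH 10 stop preceded fluorescence reading at Ex 386/Em 447 nm.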
MBNL1 CUG block = qHTS Assay for Inhibitors of MBNL1-poly(CUG) RNA binding; Potency, µM (highest dose often 57.5 µM), inactives show top-dose activity change, negative = inhibition, most hits filed as inhibitors; Muscleblind-like protein 1 (Homo sapiens), Q9NR56; TR-FRET MBNL1-His/biotin-(CUG)12 binding, 665/545 ratio; 280,000 tested, 0.036% active; AID 2675, 2010; active = well fitted inhibition curve with a large enough effect in the signal ratio, with a control signal flat, not every such curve was filed as active; inconclusive = small, poorly fitted or top-dose-only effect, or effect the other way, or a change in a side signal; inactive = no such curve, though single readings can be large or run the other way; the % refers to the signal ratio; note: potency is the fitted concentration of half-maximal effect; % is set by controls: 0 for no effect and ±100 for the full control effect
Target sequence (Q9NR56 whole entry, looked up): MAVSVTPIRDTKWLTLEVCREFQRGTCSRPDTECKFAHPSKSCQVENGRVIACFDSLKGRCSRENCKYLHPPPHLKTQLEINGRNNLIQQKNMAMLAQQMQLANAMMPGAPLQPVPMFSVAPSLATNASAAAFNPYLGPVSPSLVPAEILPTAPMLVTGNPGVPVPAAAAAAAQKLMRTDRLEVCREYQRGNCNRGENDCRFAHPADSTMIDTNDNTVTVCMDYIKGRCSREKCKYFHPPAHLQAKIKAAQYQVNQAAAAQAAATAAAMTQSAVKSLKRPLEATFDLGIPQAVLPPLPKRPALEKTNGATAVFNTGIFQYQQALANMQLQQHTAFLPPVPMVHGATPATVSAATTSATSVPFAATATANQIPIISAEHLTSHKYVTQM
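TR-FRET between His-tagged MBNL1 and biotin-(CUG)12 RNA, detected with Tb anti-His antibody (0.055 ng/ul) and streptavidin-XL665 (5 nM), 60 min at room temperature. Compounds titrated 92 nM to 58 uM; 665/545 nm ratio normalized to buffer and complex controls.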
* marks the source's active call; other numbers are inactive results; i = inactive; ? = inconclusive; . = not tested or not shown; [ ] = dose if it differs, or a comment. Unless noted, calls come from the whole dose curve; as a rule, active = well fitted curve in the direction sought with a large enough effect; inconclusive = small, poorly fitted or top-dose-only effect, or another doubt; inactive = no such curve, though single readings can be large; an effect the other way counts as inactive or inconclusive. The list is partial; the hit share may differ from the screen's.

SMILES | TSG101-PTAP inh | a7 integrin act | Mito fusion yeast | TCR activator | TSHR antag | Menin-MLL TR inh | MLL CXXC-DNA inh | AT treatment | ASM inhibitor | MBNL1 CUG block
CS(=O)(=O)c1ccc(Cl)c(NC(=O)Nc2ccccc2)c1 | -1% | 15% | -3% | 2% | -9 | . | -1% | 1% | -1% | -2%
Cc1ccc(N(CC(=O)N2CCN(c3ccccc3F)CC2)S(=O)(=O)c2c(C)noc2C)cc1 | -2% | -3% | 0% | 14% | 25 | . | 7% | -27% | -2% | -1%
CCc1nc2ccc(C(=O)Nc3nnc(C)s3)cc2nc1CC | 1% | 15% | -2% | -5% | -3 | -12% | -1% | 3% | -2% | 2%
COc1ccc(OCc2cc(C(=O)N3CCC(OC)CC3)no2)c2ccccc12 | -4% | -9% | -7% | 9% | 10 | . | 0% | 27% | -4% | 24%
COc1cc(NC(=O)c2ccco2)ccc1NC(=O)C(C)C | 0% | -6%[7.66 µM] | 0% | 3% | 7 | 6% | 4% | -2% | 0% | 0%
COc1ccc(/C=N/NC(=O)c2ccc(Cl)c(S(N)(=O)=O)c2)cc1OCC(N)=O | -1% | 5% | 2% | 3% | 0 | . | -2% | 5% | 78%[activator] | ?
CC(=O)Nc1ccc(S(=O)(=O)NC(CC(=O)NC2CCCCC2C)C(C)C)cc1 (stereo not drawn) | -2% | 6% | -1% | -1% | 1 | 9% | -2% | 4% | -1% | 7%
O=C(Nc1cccc2ccccc12)C1CCCC1 | -3% | 4% | 2% | 0% | 4 | -2% | 10% | -9% | 2% | 7%
COc1cc(C(=O)Nc2ccc3c(c2)OCO3)c([N+](=O)[O-])cc1OC | -4% | -6% | 3% | 0% | 0 | -2% | 0% | -8% | 2% | ?
CC(Sc1nnc(-c2cccnc2)o1)C(=O)NC1CCCCC1 (stereo not drawn) | 0% | 12% | 0% | -13% | -9 | . | . | -11% | 5% | .
Cc1cc(C)n(-c2nc3ccccc3nc2N2CCN(C(=O)c3ccccc3)CC2)n1 | 1% | -18% | 8% | 15% | -11 | -2% | -1% | 7% | 112%[activator] | 19%
Cc1ccc(CN(C)C(=O)c2cccc(S(=O)(=O)N3CCCC3)c2)o1 | -1% | -18% | . | 1% | -10 | . | . | -2% | 2% | .
CC(=O)c1c(C)[nH]c(C(=O)COC(=O)COc2ccccc2F)c1C | -1% | -13% | 10% | 9% | 52 | . | . | -22% | -5% | .
O=C(COC(=O)c1cc(S(=O)(=O)N2CCOCC2)ccc1Cl)NCc1ccco1 | -1% | 1% | 2% | 0% | -1 | . | . | 3% | -4% | .
COc1ccc(/C=N\NC(=O)CCN2CCN(c3ccccc3)CC2)cc1OC | -2% | 10% | 0% | 1% | 0 | 9% | -21% | 4% | 1% | 4%
O=[N+]([O-])c1cccc(C(=NCc2ccccc2)NO)c1 | -5% | 5% | 2% | 5% | 1 | 6% | 8% | 0% | 0% | 14%
CCOc1ccc(NS(=O)(=O)c2ccc(C(=O)N(C)CC(=O)Nc3ccc(OC)cc3)cc2)cc1 | -10% | 21% | -3% | -4% | -2 | . | . | -8% | 0% | .
COc1cccc2c(=O)n(CC(=O)N3CCC(C)CC3)ccc12 | 0% | -17% | -3% | 4% | 1 | -1% | 0% | 0% | 4% | 4%
CCN(CC)CCn1c(NC(=O)c2ccc(C)cc2)nc2ccccc21 | -1% | -4% | -7% | 5% | -9 | 0% | -10% | 5% | -1% | 6%
CCN(CC)c1ccc2cc(C(=O)Nc3ccc(-n4cnnn4)c(OC)c3)c(=O)oc2c1 | . | . | 1% | . | 2 | -8% | ? | 5% | . | 2%
FC(F)(F)C12CC(c3ccccc3)=NCCN1CCN2 (stereo not drawn) | 4% | 21% | 4% | -9% | 9 | -10% | -7% | 7% | 35%[activator] | -1%
CC1CCCC(NS(=O)(=O)c2cc3c(cc2Cl)NC(=O)CO3)C1C (stereo not drawn) | -10% | 9% | -2% | 4% | 18 | 24% | . | 5% | -7% | 1%
O=C(O)/C=C/c1cn(-c2ccccc2)nc1-c1ccc(-c2ccc([N+](=O)[O-])cc2)o1 | -7% | 17% | 4% | -2% | 1 | . | 3% | -4% | 2% | -2%
N#Cc1cc([N+](=O)[O-])ccc1NCCCn1ccnc1 | 0% | -5% | 9% | -2% | 35 | 12% | 12% | -2% | -4% | ?
Cc1cccc(CN2CCN(C(C)C(=O)NC(C)c3ccccc3)CC2)c1 (stereo not drawn) | -2% | -25% | 2% | -1% | -5 | ? | -18% | 5% | -2% | 4%
COc1ccc(CNC(=O)C2CCC(CNc3c(N4CCCCC4)c(=O)c3=O)CC2)cc1 (stereo not drawn) | 0% | 2% | 5% | 2% | 10 | . | -6% | 1% | 0% | -7%
O=C1c2ccccc2C(=O)N1CCN1CCOCC1 | -2% | 10% | 3% | -1% | 2 | -12% | 0% | -4% | 3% | 3%
Cc1ccc(N(C(=O)Cc2c[nH]c3ccccc23)C(C(=O)NC2CCCCC2)c2ccco2)cc1 (stereo not drawn) | -3% | -68%[inhibitor] | 5% | 1% | -10 | -8% | 6% | 1% | -9% | -7%
Cc1ccc(NC(=O)c2cc(S(=O)(=O)Nc3ccc(C)cc3)cs2)cc1 | -3% | -12% | . | -6% | . | . | . | . | -20% | .
CCOc1nc(N2CCCCC2)nc(-n2cc(-c3ccccc3)nn2)n1 | 1% | -13% | 1% | 0% | -10 | -20% | 28% | 0% | -15% | -1%
O=C(c1ccc(Cl)cc1)N(Cc1ccc(Br)cc1)N1C(=O)CCC1=O | -1% | 11% | -4% | -4% | 7 | 13% | -11% | 5% | -1% | -4%
Cc1ccccc1NC(=O)COC(=O)c1cc[n+]([O-])cc1 | 1% | 9% | 2% | 0% | 2 | . | . | 4% | -1% | .
CC(C)C(=O)Nc1nnc(SCc2cccc(F)c2)s1 | -3% | -13% | 0% | -2% | -4 | -11% | -3% | 1% | 4% | .
Cc1ccc2c(CC(=O)OCc3csc(C)n3)coc2c1 | -3% | 1% | 1% | -3%[46.1 µM] | -5 | -7% | 5% | 1% | 5% | -2%
Cc1ccc(-c2nc(-c3ccccc3)no2)c(Cl)c1 | -2% | 3% | 5% | -5% | 7 | -4%[11.7 µM] | 2% | 26% | -8% | 9%
O=C1NNC(c2ccccc2)=N/C1=C\c1ccco1 | -5% | 10% | -6% | 1% | 13 | . | -12% | -2% | 0% | 21%
Cc1cccn2c(=O)c3cc(C(=O)NC4CCS(=O)(=O)C4)n(Cc4ccccc4)c3nc12 (stereo not drawn) | 0% | 3% | 3% | -5% | -6 | 16% | -1% | 25% | i | 3%
COC(=O)c1ccc(-c2sc3nc(N4CCOCC4)c4c(c3c2N)CCCC4)o1 | -2% | 3% | 1% | -12% | -8 | 1% | 51%[activator] | 13% | . | 4%
CCCN1CCN(C(=S)Nc2ccc(S(N)(=O)=O)cc2)CC1 | -1% | 0% | -4% | 3% | -2 | 7% | -3% | 1% | 3% | 2%
O=C(O)c1cc(-c2ccco2)nc2cc3ccccc3cc12 | -7% | 5% | -5% | -4% | -4 | . | 14% | -3% | . | -1%
O=C(CN1C(=O)S/C(=C\c2ccccn2)C1=O)Nc1ccc(F)cc1 | -3% | -23% | 0% | 11% | 6 | . | 9% | 3% | -2% | 12%
CCOC(=O)N1CCN(C(=O)CN(C2CCCCC2)S(=O)(=O)c2c(C)cc(C)cc2C)CC1 | -5% | -13% | 13% | -9% | 1 | ? | -5% | . | -1% | -6%
Cc1cccc(C)c1NC(=O)CCCSc1nnc(-c2ccc(Cl)cc2)n1-c1ccccc1 | -4% | -22% | ? | -5%[46.1 µM] | 6 | ? | -6% | 5% | -10% | 5%
